KB-V1 cytotox – KB-V1 MDR subline cytotoxicity; KB-V1 MDR cells viability, CellTiter-Glo, 72 h; Potency, µM (top dose mostly 46.1 µM), for inactives: at the highest dose activity change, negative = cytotoxicity, usual class: cytotoxic; 3.4% of 400,000 active; AID 1347076; note: potency is the fitted concentration of half-maximal effect; % is set by controls: 0 for no effect and ±100 for the full control effect; nearly all actives have a fitted effect of over 60% in size
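Readout: CellTiter-Glo luminescence, 10 min after addition. Cells: KB-V1 MDR subline, 72 h at 37 degrees C with compound. Analysis: corrected, normalized data fitted to concentration-effect curves.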
DRD3 agonist – activates the human D3 dopamine receptor. P35462. D3R DiscoveRx beta-arrestin cells, luminescence, 90 min. max activation, %. 0.58% of 410,000 active. AID 652048; in the data active = max activation above about 30%; note: 0% is about no effect; mostly tested at two doses, the higher about 12 µM
Target sequence (P35462 whole entry, looked up): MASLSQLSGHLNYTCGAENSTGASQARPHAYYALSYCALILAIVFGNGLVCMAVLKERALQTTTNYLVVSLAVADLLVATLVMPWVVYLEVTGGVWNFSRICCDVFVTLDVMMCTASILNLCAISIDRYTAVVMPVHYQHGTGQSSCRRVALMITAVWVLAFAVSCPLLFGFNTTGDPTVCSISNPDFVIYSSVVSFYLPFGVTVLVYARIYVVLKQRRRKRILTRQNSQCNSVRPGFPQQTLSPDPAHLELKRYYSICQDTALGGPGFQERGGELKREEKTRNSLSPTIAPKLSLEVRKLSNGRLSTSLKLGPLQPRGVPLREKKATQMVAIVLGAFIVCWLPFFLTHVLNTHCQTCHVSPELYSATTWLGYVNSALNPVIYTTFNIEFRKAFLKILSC
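Cells at 1500/well, incubated overnight, then treated with pinned compounds (dopamine as control) for 90 min at 37 degrees C. DiscoveRx reagent added for 30 - 60 minutes at room temperature; luminescence read.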
HT1080 IDH1KD tx – kills HT-1080 cells with IDH1 knockdown; HT-1080 IDH1 knockdown viability, ATP luminescence, 48 h; Potency, µM (series often up to 46.1 µM), inactives show top-dose activity, negative = toxicity, most hits filed as cytotoxic; 2% of 360,000 active; AID 686971;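 note: potency is the fitted concentration of half-maximal effect; 0% = DMSO wells and -100% = cell-free medium wells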
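Cytotoxicity counter-line: IDH1KD HT-1080, 48 h, CellTiter-Glo. Curves classed by r2, magnitude and activity.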
KB-3-1 cytotox – KB-3-1 parental cell cytotoxicity; 1.4% of 400,000 active; Potency, µM (highest dose often 46.1 µM), inactives show at the highest dose activity change, negative = cytotoxic, actives largely listed as cytotoxic; KB-3-1 viability, CellTiter-Glo ATP luminescence, 72 h; note: potency is the fitted concentration of half-maximal effect; % is set by controls: 0 for no effect and ±100 for the full control effect; nearly all actives have a fitted effect of over 60% in size
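Parental KB-3-1 adenocarcinoma cells in phenol-red-free DMEM with 10% FBS were pin-treated with compounds at several concentrations, incubated 72 h at 37 °C, and viability read by CellTiter-Glo luminescence; concentration-effect curves were fitted after normalization.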
IL-1B inflam inh – inhibitors of inflammasome signaling (IL-1 beta secretion); activity change, % at 57.5 µM; 4.7% of 360,000 active; THP-1 LPS/ATP IL-1B secretion, AlphaLISA, 16 h; stronger effect = lower value; in the data active = activity change below about -50%; inconclusive = mostly about -30% to -49%; note: % is set by controls: 0 for no effect and ±100 for the full control effect
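Secreted IL-1B measured by AlphaLISA bead assay after 16 h compound exposure of THP-1 cells; compounds (final up to 57.5 uM) added 1 h before LPS (250 ng/mL) and ATP (1.25 mM) stimulation; lower signal means less secretion.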
HT1080NT lethal – kills 2HG-producing HT-1080-NT fibrosarcoma cells; HT-1080-NT fibrosarcoma viability, CellTiter-Glo ATP luminescence, 48 h; Potency, µM (series often up to 46.1 µM), for the others: at the top dose activity, negative = less viability, actives largely listed as cytotoxic; 1.6% of 360,000 active; AID 686970;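 note: NT is the 2HG producing partner of a matched IDH1 knockdown line; potency is the fitted concentration of half-maximal effect; 0% = DMSO-treated cells and -100% = media-only wells without cells; nearly all actives have a fitted effect of over 55% in size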
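A 48-hour cytotoxicity screen used HT-1080-NT cells plated 2 hours before compound delivery. ATP-based CellTiter-Glo luminescence measured viability, normalized to DMSO and no-cell controls.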
SW480 rerep – inducers of DNA re-replication in SW480 colon cancer cells | 1.8% of 340,000 active | Potency, µM (top dose mostly 46.1 µM), for the others: at the highest dose re-replication activation, most hits filed as activators | SW480 DNA re-replication, Hoechst DNA content imaging, 48 h; note: potency is the fitted concentration of half-maximal effect; % of control where 0% means no effect; nearly all actives have a fitted effect of over 55% in size
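First, 250 cells per well were seeded. Next, compound or vehicle (23 nL) was pinned in, plates sat 48 hr at 37 C. Finally Hoechst was added for 40 min before fluorescence scanning.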
MCF10A rereplic – induces DNA re-replication in MCF 10a normal breast cells. MCF 10A DNA re-replication, Hoechst nuclear intensity, 48 h. Potency, µM (highest dose often 46.1 µM), for inactives: top-dose activity, positive = re-replication, hits mostly activators. 2.9% of 350,000 active; note: potency is the fitted concentration of half-maximal effect; % of control where 0% means no effect; nearly all actives have a fitted effect of over 50% in size
HEK293 tox – cytotoxic in the GLP-1 receptor inverse agonist counter-screen; 0.13% of 410,000 active; HEK293 cAMP-luciferase reporter cells, luminescence, 24 h; Potency, µM (titrated, usually from 38.3 µM), without a hit: at the highest dose activity change, negative = inhibition, actives largely listed as inhibitors;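 note: loss of luciferase light is scored as toxicity; potency is the fitted concentration of half-maximal effect; % is set by controls: 0 for no effect and ±100 for the full control effect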
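Step one: seed cells (200 cells/uL, DMEM with 10% Nu serum, 1% pen-strep). Step two: 12-hour incubation at 37 deg C. Step three: pin 23 nL compound, incubate 24 hr. Step four: add luciferase reagent, read luminescence 12 min later.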
Active calls of the source: *; i = inactive; u = inconclusive; x = not tested or not shown; ! = repeats disagree; [ ] = another dose, or the depositor's remark. Unless noted, calls come from the whole dose curve; as a rule, active = well fitted curve in the direction sought with a large enough effect; inconclusive = small, poorly fitted or top-dose-only effect, or another doubt; inactive = no such curve, though single readings can be large; an effect the other way counts as inactive or inconclusive.

Molecule	KB-V1 cytotox	DRD3 agonist	HT1080 IDH1KD tx	KB-3-1 cytotox	IL-1B inflam inh	HT1080NT lethal	SW480 rerep	MCF10A rereplic	HEK293 tox
Cc1ccc([C@@H]2CC(=O)[C@@H]3CN(S(=O)(=O)c4ccc(C)cc4)[C@H](c4ccccc4F)C[C@@H]3N2S(=O)(=O)c2ccc(Cl)cc2)cc1	2.8%	3.9	4.3%	-0.7%	0.0	19.9%	x	x	3.3%
O=C(O)CCc1ccc(S(=O)(=O)Nc2ccccc2N2CCCCC2)cc1	u	0.0	1.9%	0.0%	33.5	0.8%	-5.2%	3.1%	-1.4%
CC(=O)Nc1ccc(NC(=O)COC(=O)c2ccc(C)s2)cc1	10.1%	-1.6	-0.2%	-8.8%	20.8	1.0%	-3.5%	-1.8%	5.7%
Cc1cccc(N2CCN(c3ccc(N4C(=O)CCCC4=O)cc3[N+](=O)[O-])CC2)c1C	u	1.5	20.4%	-15.3%	-4.2	5.5%	-11.5%	u	-1.5%
CCC(=O)OCC(=O)N=c1sccn1Cc1ccccc1Cl	-4.3%	-1.2	2.2%	-5.6%	-4.7	-2.2%	-5.1%	10.7%	-0.3%
CCOc1ccc(NC2=NCCC(=O)N2Cc2cccs2)cc1	3.0%	0.5	26.5%	1.1%	-6.7	22.4%	-9.8%	u	-1.3%
Cc1ccc(-n2nc3c4c(cccc4c2=O)-c2ccccc2-3)cc1	8.2µM*	0.8	0.4%	u	7.9	0.5%	1.2%	u	-3.5%
CC(=O)NC1N=C(C)N(c2ccccc2)C1=O (stereo not drawn)	0.8%	-1.3	-0.2%	-0.4%	12.4	-3.0%	-1.4%	2.8%	-6.0%
O=[N+]([O-])c1cc([N+](=O)[O-])c(Oc2cccnc2Br)cc1NN1CCCCC1	-2.1%	-27.3	-3.1%	u	-22.5	-2.1%	-83.5%[inhibitor]	u	u
Cc1ccc(S(=O)(=O)N2CCOCC2)cc1NC(=O)CNCc1ccccn1	1.4%	51.8*	-0.5%	-2.4%	15.8	14.6%	-3.3%	2.7%	-4.6%
O=C(O)CN(c1ccccc1[N+](=O)[O-])S(=O)(=O)c1ccccc1	-1.5%	-0.7	-5.3%	-0.9%	30.2	4.8%	-1.5%	-4.6%	-1.6%
O=C(c1cccc(OC2CCN(C3CCCC3)CC2)c1)N1CCCCCCC1	u	-11.9	-8.2%	-14.7%	-1.1	-23.0%	-2.4%	u	3.7%[7.66 µM]
Cc1cc(-c2ccc(C)c(S(=O)(=O)Nc3cccc(C)n3)c2)on1	0.0%	8.7	x	-1.7%	x	x	x	x	3.2%
O=C(CSc1nc2cc(Cl)ccc2s1)N1CCCc2ccccc21	u	-7.2	-5.1%	-3.4%	-3.2	3.2%	-19.0%	u	0.2%
COc1ccc(/C=N\NC(=O)c2ccccc2)cc1COc1ccccc1	-19.8%	1.9	u	-0.1%	i	1.0%	u	u	-2.6%

2 of the compounds above, with each value named:
O=C(CSc1nc2cc(Cl)ccc2s1)N1CCCc2ccccc21
  KB-V1 cytotox: u
  DRD3 agonist: -7.2
  HT1080 IDH1KD tx: -5.1%
  KB-3-1 cytotox: -3.4%
  IL-1B inflam inh: -3.2
  HT1080NT lethal: 3.2%
  SW480 rerep: -19.0%
  MCF10A rereplic: u
  HEK293 tox: 0.2%

COc1ccc(/C=N\NC(=O)c2ccccc2)cc1COc1ccccc1
  KB-V1 cytotox: -19.8%
  DRD3 agonist: 1.9
  HT1080 IDH1KD tx: u
  KB-3-1 cytotox: -0.1%
  IL-1B inflam inh: i
  HT1080NT lethal: 1.0%
  SW480 rerep: u
  MCF10A rereplic: u
  HEK293 tox: -2.6%

(list continues)
Molecule	KB-V1 cytotox	DRD3 agonist	HT1080 IDH1KD tx	KB-3-1 cytotox	IL-1B inflam inh	HT1080NT lethal	SW480 rerep	MCF10A rereplic	HEK293 tox
COCCNC(=O)C(c1ccc(F)cc1)N(C(=O)CCC(=O)Nc1nccs1)c1cccc(C)c1 (stereo not drawn)	-23.8%	-8.8	-1.8%	8.4%	-5.3	-16.1%	1.1%	3.1%	2.4%
COc1ccc(N(CC(=O)Nc2c(C)n(C)n(-c3ccccc3)c2=O)S(=O)(=O)c2ccc(C)cc2)cc1	-16.8%	-4.2	12.2%	-5.3%	-16.4	-1.7%	0.8%	3.7%	0.2%
O=C(O)CCCCCN1C(=O)/C(=C\c2ccc(-c3ccc(Cl)cc3)o2)SC1=S	-14.6%	3.6	-7.8%	0.0%	6.4	4.0%	1.7%	-11.1%	5.8%
CC1=C(C(=O)Nc2ccccc2)C(c2ccncc2)C(C#N)=C(SCC(=O)NC(C)C)N1 (stereo not drawn)	6.3%	-1.8	2.2%	19.1%	5.7	1.2%	-5.2%	-1.4%	2.1%
COc1ccc(CSc2nnnn2Cc2ccccc2)cc1OC	23.1µM*	1.2	2.3%	-15.2%	-2.1	2.7%	-4.3%	u	5.9%
CCOC(=O)Cc1csc(NC(=O)c2ccc(F)cc2)n1	1.5%	2.9	-3.0%	-13.1%	22.4	-7.9%	-0.4%	-2.0%	-8.6%
Cc1ccc(NC(=O)C2(C)Cc3ccccc3C(=O)O2)c(C)c1 (stereo not drawn)	u	7.6	x	-1.3%	x	x	x	x	2.7%
CCN(CC)c1ncccc1C(=O)NCc1cccs1	1.7%	0.8	-4.4%	4.1%	-12.5	-1.9%	-6.2%	-6.2%	1.1%
COc1cc(NC(=O)Nc2cccc(C(C)=O)c2)cc(OC)c1OC	10.0%	1.0	4.1%	-2.8%	-0.7	u	-0.4%	2.1%	-5.2%
C=CCc1ccc(OCC(O)COCC)c(OC)c1 (stereo not drawn)	-8.9%	-2.9	-4.4%	-6.8%	-16.1	-5.4%	0.2%	-4.8%	20.5%
CC(C)(C)Cc1c(-c2cccc(Br)c2)nc2ccc(Cl)cn12	-8.3%	-0.3	2.9%	-0.1%	-0.3	10.2%	x	x	0.2%
CCOC(=O)c1oc2ccccc2c1COC(=O)CNC(=O)c1ccccc1	-2.2%	-9.5	-0.4%	0.0%	9.2	-5.7%	1.6%	8.8%	19.0%
COc1cccc(C2CC(c3cccs3)=NN2C(=O)CSC2=NN3CCCC(=O)N=C3S2)c1OC (stereo not drawn)	-8.8%	-4.8	-5.1%	-5.3%	4.3	0.2%	11.9%	9.3%	0.5%
CCc1ccc(NC(=O)C2CCN(c3nn4c(=O)cc(C)nc4s3)CC2)cc1	31.3%	8.3	x	13.1%	x	x	x	x	0.0%
Cc1ccccc1NC(=S)Nn1cnnc1	24.9%	-2.7	-3.1%	11.2%	-0.3	-1.0%	0.6%	-36.1%[inhibitor]	-4.0%

Remaining list, next part.
Molecule	KB-V1 cytotox	DRD3 agonist	HT1080 IDH1KD tx	KB-3-1 cytotox	IL-1B inflam inh	HT1080NT lethal	SW480 rerep	MCF10A rereplic	HEK293 tox
CCN1C(=O)Cc2cc(S(=O)(=O)N3CCOCC3)ccc21	12.5%	-4.4	4.2%	-0.1%	-20.8	22.2%	-5.2%	0.5%	-11.3%
COc1ccc(NC(=O)c2c(NCc3cccs3)sc3c2CCC(C)C3)c(OC)c1 (stereo not drawn)	u	-1.5	x	-13.8%	x	x	x	x	-1.2%
O=C(NNC1=Nc2cc([N+](=O)[O-])ccc2OC1)c1ccccc1Cl	-5.4%	-4.1	7.4%	-27.5%	37.0	12.0%	-27.5%	13.9%	-13.6%
NS(=O)(=O)c1ccc(CCNC(=O)C(=O)c2cn(CC(=O)N3CCOCC3)c3ccccc23)cc1	0.0%	1.2	12.4%	16.7%	2.9	15.5%	10.6%	10.6%	-4.4%
C/C(=N/NC(=O)CCC(=O)Nc1ccc(Br)cc1)c1ccc(Br)cc1	0.6%	1.4	4.4%	-7.0%	18.3	5.1%	-2.3%	1.7%	-1.3%
O=C(CCC(=O)N1CCOc2ccccc21)NCc1cccnc1	6.8%	-0.6	8.9%	20.0%	5.5	16.7%	-9.7%	0.7%	-7.3%
CCOC(=O)/C(C)=N/NC(=O)c1cccc([N+](=O)[O-])c1	-0.1%	2.5	-6.0%	6.5%	97.5	1.6%	-0.2%	-2.2%	1.3%
CN(C)CCOC(=O)COc1ccc(Cl)cc1	2.4%	45.0*!	8.7%	0.0%	15.7	u	-38.1%[inhibitor]	-27.2%	20.1%
COc1cccc(CN2CCC(Oc3ccc(C(=O)NCc4ccccn4)cc3)CC2)c1	-3.5%	-3.6	4.8%	0.0%	1.8	10.3%	u	3.3%	-13.5%
Cc1ccc(NC(=O)Cn2cc3c(n2)CCCC3)cc1Cl	6.5%	-15.3	x	4.4%	x	x	x	x	0.4%
O=C1CSCN1c1ccc(Cl)cc1	2.2%	2.4	5.5%	-7.6%	-5.7	1.5%	-3.5%	-2.7%	-14.7%
CCn1c2c(c(=N)c3c1CCC3)CCC2	-0.6%	-5.3	20.3%	0.7%	-13.0	6.9%	-2.7%	6.4%	26.7%
CCOC(=O)/C(C#N)=C/c1cccc(F)c1	u	-2.1	12.4%	-1.1%	-19.7	9.9%	-43.9%[inhibitor]	-44.4%[inhibitor]	2.1%
C/C(=N\NC(=O)c1ccc([N+](=O)[O-])cc1Cl)c1ccccc1	-7.9%	-0.7	-0.8%	-4.7%	24.5	6.8%	-4.4%	4.3%	-2.7%
CC(C)(C)c1ccc(S(=O)(=O)NNC(=O)C2CCN(Cc3cccc(F)c3)CC2)cc1	3.9%	-6.4	-28.6%	0.5%	-54.2*	-26.8%	5.7%	22.0%	11.2%[7.66 µM]
CC(C)Cn1c(CCC(N)=O)nnc1SC(C)C(=O)Nc1ccc2c(c1)OCO2 (stereo not drawn)	u	-5.5	1.2%	17.7%	6.3	10.3%	-8.2%	-3.3%	-8.0%
